Bioassay records (PubChem BioAssay)
G9a block – inhibitors of human histone lysine methyltransferase G9a | Q96KQ7 | G9a H3K9 monomethylation, AlphaScreen, 2 h | Potency, µM (highest dose often 102 µM), inactives show top-dose activity, negative = inhibition, most hits filed as inhibitors | hit rate 8.8% among 350,000 | AID 504332; further: potency means the concentration at half of the fitted maximal effect; on the % scale 0 is the no-effect control and ±100 the full control effect; nearly all actives have a fitted effect of over 75% in size
Target sequence (Q96KQ7 913-1193 limits assumed): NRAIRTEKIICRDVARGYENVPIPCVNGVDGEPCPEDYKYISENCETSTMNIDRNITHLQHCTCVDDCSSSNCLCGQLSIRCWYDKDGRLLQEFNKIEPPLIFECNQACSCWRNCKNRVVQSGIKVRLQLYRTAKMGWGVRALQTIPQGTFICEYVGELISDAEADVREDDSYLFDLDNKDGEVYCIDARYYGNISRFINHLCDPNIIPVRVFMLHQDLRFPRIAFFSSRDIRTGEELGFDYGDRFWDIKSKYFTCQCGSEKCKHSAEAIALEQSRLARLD
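Chemiluminescent proximity detection of H3K9 monomethylation, read after 10 min bead incubation in the dark. Reaction: 20 nM G9a, 500 nM biotin-H3K9 peptide, 20 uM SAM cofactor, 2 h, room temperature, following 15 min enzyme-compound preincubation.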
PGK inhibitor – T. brucei PGK inhibition; Potency, µM (titrated, usually from 57.5 µM), for the others: at the top dose activity change, negative = inhibition, most hits filed as inhibitors; P07378; hit rate 0.043% among 380,000; PGK/GAPDH coupled, Kinase-Glo luminescence, 60 min; AID 602233; further: potency means the concentration at half of the fitted maximal effect; on the % scale 0 is the no-effect control and ±100 the full control effect; nearly all actives have a fitted effect of over 60% in size
Target sequence (P07378 whole entry, looked up): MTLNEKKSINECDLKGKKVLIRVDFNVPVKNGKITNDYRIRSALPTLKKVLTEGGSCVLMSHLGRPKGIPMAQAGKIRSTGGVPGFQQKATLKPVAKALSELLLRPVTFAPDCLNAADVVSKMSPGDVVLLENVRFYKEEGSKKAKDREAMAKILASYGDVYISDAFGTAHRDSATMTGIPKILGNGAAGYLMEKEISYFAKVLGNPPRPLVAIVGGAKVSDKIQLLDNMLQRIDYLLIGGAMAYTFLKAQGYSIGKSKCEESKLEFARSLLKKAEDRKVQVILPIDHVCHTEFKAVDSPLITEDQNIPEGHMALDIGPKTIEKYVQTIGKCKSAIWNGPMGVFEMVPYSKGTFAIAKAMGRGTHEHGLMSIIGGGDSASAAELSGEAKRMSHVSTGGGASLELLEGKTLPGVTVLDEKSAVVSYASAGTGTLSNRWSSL
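Recombinant glycosomal PGK reaction used 1,3-bisphosphoglycerate generated in-well by GAPDH (100nM final) in 100mM TEA pH 7.6, 5mM MgCl2, 0.01% Tween-20. After 60 minutes at room temperature, ATP was read by Kinase-Glo Plus luminescence end-point.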
JMJD2A Tudor inh – JMJD2A Tudor domain (human) inhibition; Potency, µM (series often up to 114 µM), inactives show top-dose activity change, negative = inhibition, actives largely listed as inhibitors; AlphaScreen JMJD2A-Tudor / H3K4me3 peptide binding; hit rate 4.4% among 390,000; AID 504339; further: potency means the concentration at half of the fitted maximal effect; on the % scale 0 is the no-effect control and ±100 the full control effect; nearly all actives have a fitted effect of over 50% in size
HP1b chromo inh – blocks HP1-beta chromodomain binding to methylated histone tails; AlphaScreen HP1-beta / biotin-H3K9me3 peptide binding; AID 540317; Potency, µM (doses to about 114 µM), for the others: at the highest dose activity change, negative = inhibition, most hits filed as inhibitors; hit rate 0.56% among 390,000; further: potency means the concentration at half of the fitted maximal effect; nearly all actives have a fitted effect of over 70% in size; inactives centre near 23
Target sequence (P83916 whole entry, looked up): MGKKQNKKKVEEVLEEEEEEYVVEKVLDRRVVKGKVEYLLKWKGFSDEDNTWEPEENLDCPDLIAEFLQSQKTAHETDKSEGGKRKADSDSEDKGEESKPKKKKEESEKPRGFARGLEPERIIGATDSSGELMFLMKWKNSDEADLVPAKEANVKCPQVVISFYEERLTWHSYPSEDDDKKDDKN
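HP1-beta protein (50 nM final) preincubated 30 min at room temperature with biotinylated H3(1-18)K9me3 peptide (50 nM) in PBS pH 7.4, 0.01% Tween-20, then compound added for 30 min. AlphaScreen streptavidin donor/nickel chelate acceptor beads (10 ug/mL final), 30 min dark, luminescence read.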
BAZ2B block – BAZ2B (human) inhibition; Q9UIF8; AlphaScreen BAZ2B-H3K14Ac peptide displacement; Potency, µM (doses to about 114 µM), inactives show at the highest dose activity change, negative = inhibition, actives largely listed as inhibitors; hit rate 4.4% among 360,000; AID 504333; further: potency means the concentration at half of the fitted maximal effect; on the % scale 0 is the no-effect control and ±100 the full control effect; nearly all actives have a fitted effect of over 60% in size
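AlphaScreen luminescence quantifies BAZ2B engagement of H3K14Ac peptide; the protein and biotinylated peptide are both at 50 nM final, buffer PBS pH 7.4 with 0.01% Tween-20, all steps at room temperature.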
ERG-DNA inh – inhibitors of human ERG Ets domain-DNA interaction. Potency, µM (highest dose often 76.9 µM), without a hit: top-dose FP activity, negative = inhibition, most hits filed as inhibitors. fluorescence polarization, His-ERG Ets domain / labelled DNA. AID 624246. hit rate 0.028% among 370,000; active means well fitted inhibition curve with a large enough effect in the polarisation, with a control signal flat; inconclusive means small, poorly fitted or top-dose-only effect, or effect the other way, or a change in a side signal; inactive means no such curve, though single readings can be large or run the other way; the % refers to the polarisation;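 further: polarization taken with two DNA probes labelled with fluorescein and Texas red; potency means the concentration at half of the fitted maximal effect; % of control where 0% means no effect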
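His-tagged ERG Ets domain (1 uM in the protein solution; 300mM KCl, 50mM Tris-HCl, 1mM EDTA, 1mM DTT, pH 7.5) received compound, then a probe mix of 5 nM fluorescein-DNA and 100nM Texas-615-DNA. Fluorescence polarization was read for both dyes.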
Pin1 inhibitor – human Pin1 inhibition. Q13526. Pin1 FP peptide displacement, HiFluor488, 10 min. Potency, µM (top dose mostly 115 µM), without a hit: at the top dose activity, negative = inhibition, most hits filed as inhibitors. hit rate 0.009% among 390,000. AID 504891; active means well fitted inhibition curve with a large enough effect in the polarisation, with a control signal flat, not every such curve was filed as active; inconclusive means small, poorly fitted or top-dose-only effect, or effect the other way, or a change in a side signal; inactive means no such curve, though single readings can be large or run the other way; the % refers to the polarisation; further: potency means the concentration at half of the fitted maximal effect; on the % scale 0 is the no-effect control and ±100 the full control effect
Target sequence (Q13526 whole entry, looked up): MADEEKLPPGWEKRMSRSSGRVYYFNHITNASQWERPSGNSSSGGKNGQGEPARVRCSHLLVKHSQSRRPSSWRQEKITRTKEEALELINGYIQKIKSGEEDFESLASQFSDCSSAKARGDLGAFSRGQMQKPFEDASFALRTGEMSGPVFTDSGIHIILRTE
PI4K2A inh – inhibitors of human PI4K2A; activity change, negative = inhibition, % at 76.9 µM; purified PI4K2A, ADP-Glo luminescence, 1 h; hits give low values; Q9BTU6; hit rate 0.13% among 420,000; in the data active means activity change below about -50%; inconclusive means mostly about -30% to -49%;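 further: -100% = wells without enzyme as full effect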
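In this quantitative HTS, ADP production by PI4K2A was quantified luminescently after 1 h at ambient temperature; 100 microM adenosine served as plate-quality control.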
GLS inhibitor – inhibitors of human glutaminase (GLS); O94925; GLS enzymatic activity, qHTS titration; Potency, µM (titrated, usually from 45.5 µM), for inactives: at the highest dose activity change, negative = inhibition, hits mostly inhibitors; hit rate 0.21% among 410,000; AID 624170; further: potency means the concentration at half of the fitted maximal effect; on the % scale 0 is the no-effect control and ±100 the full control effect
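Human kidney-isoform GLS in 45 mM KH2PO4 pH 8.2, 0.02% Tween-20, with compound, started with 1mM L-Glutamine (added stock). Glutamate oxidase/HRP/Amplex red coupled fluorescence read at start and after 30 min at RT.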
* marks the source's active call; other numbers are inactive results; i = inactive; ? = inconclusive; . = not tested or not shown; & = joins results of further samples; [ ] = remark or other dose. Unless noted, the call rests on the fitted dose curve; in most records, active means well fitted curve in the direction sought with a large enough effect; inconclusive means small, poorly fitted or top-dose-only effect, or another doubt; inactive means no such curve, though single readings can be large; an effect the other way counts as inactive or inconclusive.

Start of the data: the first eight entries as a preview:
canonical_smiles | Pin1 inhibitor | JMJD2A Tudor inh | PGK inhibitor | PI4K2A inh | BAZ2B block | GLS inhibitor | ERG-DNA inh | G9a block | HP1b chromo inh
CC1=C(C(=O)OCc2ccccc2)C(c2ccsc2)C(C#N)=C(N)O1 (stereo unspecified) | 11% | -22% | i | ? | 5% | 12% | 5% | ? | 33%
COC(=O)c1ccc(NC(=O)C2CC2)o1 | -8% | -16%[11.4 µM] | 3% | -2 | 2% | 11% | 2% | 9%[59 µM] | 51%[activator]
COc1cccc(NS(=O)(=O)c2ccc3[nH]c4c(c3c2)CCCCCC4)c1 | 36%[activator] | ? | -1% | 0 | ? | -6% | -4% | ? | -15%
COc1cccc(CNC(=O)c2ccc(CS(=O)c3ccccc3)o2)c1 (stereo unspecified) | 0%&6% | -3%&-10% | 3% | 6&1 | -1%&-12% | -4%&-9% | -3%&6% | 0%&-26%[59 µM] | 56%&32%[activator]
CCOc1ccccc1N1CCN(C(=S)NCc2ccccc2)CC1 | -12% | -16% | 7% | -3 | -13% | 6% | -7% | -47% | 7%
CCOC(=O)C1=C(COC(=O)c2ccc(C)c(S(=O)(=O)N3CCOCC3)c2)NC(=O)NC1C (stereo unspecified) | -10% | -19% | 10% | 5 | -8% | 0% | -12% | -6% | 9%
C=CCc1ccc(OC(=O)c2ccccc2)c(OC)c1 | 1% | 128%[activator] | i | 1 | 119%[activator] | 0% | -28% | 39%[12.7 µM] | 202%[activator]
O=C(CCCc1ccccc1)Nc1nnc(C(F)(F)F)s1 | -3% | 12% | i | 3 | -10% | 9% | -17% | -21% | 50%[activator]

This part in full (from the top)
canonical_smiles | Pin1 inhibitor | JMJD2A Tudor inh | PGK inhibitor | PI4K2A inh | BAZ2B block | GLS inhibitor | ERG-DNA inh | G9a block | HP1b chromo inh
CC1=C(C(=O)OCc2ccccc2)C(c2ccsc2)C(C#N)=C(N)O1 (stereo unspecified) | 11% | -22% | i | ? | 5% | 12% | 5% | ? | 33%
COC(=O)c1ccc(NC(=O)C2CC2)o1 | -8% | -16%[11.4 µM] | 3% | -2 | 2% | 11% | 2% | 9%[59 µM] | 51%[activator]
COc1cccc(NS(=O)(=O)c2ccc3[nH]c4c(c3c2)CCCCCC4)c1 | 36%[activator] | ? | -1% | 0 | ? | -6% | -4% | ? | -15%
COc1cccc(CNC(=O)c2ccc(CS(=O)c3ccccc3)o2)c1 (stereo unspecified) | 0%&6% | -3%&-10% | 3% | 6&1 | -1%&-12% | -4%&-9% | -3%&6% | 0%&-26%[59 µM] | 56%&32%[activator]
CCOc1ccccc1N1CCN(C(=S)NCc2ccccc2)CC1 | -12% | -16% | 7% | -3 | -13% | 6% | -7% | -47% | 7%
CCOC(=O)C1=C(COC(=O)c2ccc(C)c(S(=O)(=O)N3CCOCC3)c2)NC(=O)NC1C (stereo unspecified) | -10% | -19% | 10% | 5 | -8% | 0% | -12% | -6% | 9%
C=CCc1ccc(OC(=O)c2ccccc2)c(OC)c1 | 1% | 128%[activator] | i | 1 | 119%[activator] | 0% | -28% | 39%[12.7 µM] | 202%[activator]
O=C(CCCc1ccccc1)Nc1nnc(C(F)(F)F)s1 | -3% | 12% | i | 3 | -10% | 9% | -17% | -21% | 50%[activator]
COc1cccc(NC(=O)NC2CCCCCCC2)c1 | 1% | -3% | 5% | 2 | 0% | 1% | -13% | . | 42%[activator]
Cc1c(C(=O)Nc2nc3ccccc3[nH]2)oc2c(Cl)cccc12 | 10% | -11% | 17% | -1 | -21% | ? | -12% | ? | 36%
O=C(NCc1ccccc1)c1onc(CS(=O)(=O)c2ccccn2)c1C(=O)NCc1ccccc1 | 0% | -22% | i | -1 | -5% | 0% | 8% | 9%[2.33 µM] | 24%
CCOC(=O)N1CCN(c2cc(C)c(C(C)=O)cc2F)CC1 | 10% | -3% | -8% | 10 | -6% | -4% | -2% | 16%[59 µM] | 8%
O=C1C=CC(=O)N1c1cccc2cccnc12 | -27% | -36% | -4% | -21 | . | -5% | 13% | . | -14%
Cc1ccc(C(F)(F)F)cc1NC(N)=S | 6% | -20% | i | 3 | -15% | -1% | 17% | -11% | 21%
CN(CC(=O)Nc1ccc(Cl)c(C(F)(F)F)c1)C(=O)C1CCN(C(=O)c2ccc(Cl)cc2)CC1 | ? | -10% | 4% | 1 | . | -8% | -3% | . | 45%[activator]
Oc1ccc(/C=N/Nc2nn3cnnc3c3ccccc23)cc1 | -1% | 4% | i | 0 | -16% | -1% | -14% | . | 36%
O=C(O)c1cc(-c2ccccc2Cl)n[nH]1 | -4% | -13% | -3% | 0 | -9% | 13% | 0% | ? | 66%[activator]
O=C(Nc1cc(Cl)ccc1N1CCOCC1)c1ccc(N2CCCCC2)c([N+](=O)[O-])c1 | -15% | -12% | -7% | 3 | . | 6% | 5% | . | -18%
N/C(=N\OC(=O)COc1ccc(Cl)cc1Br)c1cccnc1 | 0% | -4% | -3% | -5 | 0% | -5% | -1% | 0%[59 µM] | 24%
CCC1COCCS(=O)(=O)N1Cc1ccc(C)cc1 (stereo unspecified) | -1% | 6% | -3% | 2 | 6% | 4% | -23% | 16% | 38%
COCCCNC(=O)c1ccc(S(=O)(=O)c2ccc(C)cc2)c(NC(C)=O)c1 | 6% | -7% | -2% | 3 | -3% | -10% | -21% | 14% | 49%[activator]
Cc1oc2c(c(C)cc3oc(=O)c(CC(=O)NCCc4ccccc4)c(C)c32)c1C | 7% | -8% | 7% | -2 | -6% | -14% | 5% | -9%[59 µM] | 17%
O=C(CN1C2=NCCN2c2ccccc21)c1ccco1 | -1% | -14% | 0% | -11 | 8% | 19% | 3% | 4%[59 µM] | 22%
Nc1nnc(SCCOc2ccccc2)s1 | -3% | -7% | -5% | 0 | -4% | 6% | -16% | 4%[59 µM] | 23%
CCOC(=O)Cn1c(=O)c2c(nc3n2CCN3c2ccc(CC)cc2)n(C)c1=O | -4% | 28% | . | 2 | 31% | -11% | 0% | 8%[59 µM] | 82%[activator]
Cc1ccccc1N(C(=O)CS(=O)CC(=O)Nc1ccc(F)cc1)C(C)C(=O)NC(C)(C)C (stereo unspecified) | -1% | -11% | -1% | 0 | 3% | 7% | 12% | 13% | ?
Cc1cccc(NC(=O)C2(c3cccs3)CCOCC2)n1 | -9% | 1% | i | 1 | 0% | 8% | . | 12%[59 µM] | 23%
CCCn1c(=N)c(C(=O)NCc2cccnc2)cc2c(=O)n3cc(C)ccc3nc21 | 9% | 5% | -8% | -7 | -1% | 2% | 4% | 5%[59 µM] | 53%[activator]
O=C(CN1CCCCCC1=O)N1CCN(S(=O)(=O)c2cccs2)CC1 | -13% | -3% | . | 0 | 0% | 0% | 0% | 3% | 33%
Cc1ccc(NC(=O)CCn2nc(C)cc2C)c(C)c1 | -1% | 6% | -8% | -7 | 2% | 2% | -19% | -37%[12.7 µM] | 36%[activator]
CCOC(=O)c1c(NC(=O)C2C3CCC(O3)C2C(=O)O)sc(C)c1-c1ccc(C)cc1 (stereo unspecified) | -4% | -16% | -1% | -4 | 0% | 15% | 0% | . | -20%
COc1ccc(N2CCN(C(=N)/C(C(C)=O)=C(\C)O)CC2)cc1 | -13% | -15% | -6% | 1 | -3%[57.1 µM] | 63%[activator] | 7% | 5% | 5%
Cc1[nH]c2ccccc2c1C(c1ccccc1)c1ccc(Cl)s1 (stereo unspecified) | 14% | ? | -12% | 4 | ? | 13% | 4% | -9%[59 µM] | 23%
O=C(CCS(=O)(=O)c1ccccc1)Nc1ccc(-c2nc3ccccc3s2)cc1 | 25% | -22% | -10% | 0 | 10% | -16% | 4% | 18%[59 µM] | 12%
Cc1ccccc1NC(=O)c1ccc(S(=O)(=O)N2CCCC2)cc1 | 1% | 4% | -1% | -4 | -2% | -12% | 12% | 6% | 23%
COc1ccc(N2CCN(S(=O)(=O)c3csc(C(N)=O)c3)CC2)cc1 | -2% | -10% | -2% | 3 | -32% | 1% | 2% | -15%[59 µM] | 38%
COn1c(SCC(=O)N(C)C)nc2ccccc2c1=O | 4% | -15% | -8% | 12 | 0% | -17% | 5% | ? | 14%
O=C(Cn1cnc2nc3n(c2c1=O)CCC3)NCc1ccccc1 | -2% | 4% | -4% | 7 | 8% | 0% | -4% | 15%[59 µM] | 37%
C=C(C)COc1ccc(-c2n[nH]c(C)c2-c2ccc(OC)cc2)c(O)c1 | ? | -32% | 7% | -9 | ? | 15% | -2% | 29%[59 µM] | 35%
O=C(c1cccc(S(=O)(=O)N2CCCC2)c1)N1CCN(c2ncccn2)CC1 | -5% | 6% | -5% | 1 | 15% | -3% | -5% | ? | 62%[activator]
COc1ccc(S(=O)(=O)Nc2ccc3c(c2)n(C)c(=O)n3C)cc1 | -5% | -4% | -9% | 0 | ? | 2% | 5% | -41% | 32%
CCCSc1nc2c(c(=O)[nH]1)C(c1ccc(F)cc1F)CC(=O)N2 (stereo unspecified) | -3% | -31% | 11% | -1 | -6% | 4% | 0% | 1%[59 µM] | 38%[activator]
COc1ccc(N2CCN(S(=O)(=O)CCNC(=O)C3CC(=O)N(c4ccccc4)C3)CC2)cc1 (stereo unspecified) | -1%&1% | -3%&-17% | 1%&8% | 0&1 | -9%&-5% | 4%&1% | -1%&-9% | -3%&6%[59 µM] | 30%
Cc1ccccc1NC(=O)Cn1nnc2ccccc21 | -5% | 0% | 1% | 0 | -5% | -3% | -13% | 3% | 15%
